Screening results: PubChem, Sanford-Burnham Center for Chemical Genomics
KOR beta-arrestin-1 – kappa opioid receptor activators – cell-based, luminescence, uHTS, primary screen (AID 1777); KOR beta-arrestin recruitment, luminescence; higher % means a stronger effect; activation, % at 10 µM; hits with a dose series show EC50 in µM; actives 0.02% (n = 280,000); in the data active = activation above about 50%, passing the limit was not always enough; note: a part of the inactive calls stands beside numbers as strong as those of hits
PMI inhibitors – inhibitors of human PMI, primary screen, biochemical, fluorescence intensity, coupled assay (AID 1209) | purified PMI enzyme, coupled fluorescence intensity; higher % means a stronger effect | one-dose inhibition, % at 20 µM; IC50 in µM for titrated hits | actives 0.42% (n = 190,000);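 note: plate controls were DMSO vehicle for no effect and wells lacking substrate for full effect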
NOD1 NF-kB reporter – NOD1 signaling inhibitors, primary screen, cell-based, luminescence, uHTS (AID 1578). NOD1-driven NF-kB luciferase reporter cells, luminescence; higher % means a stronger effect. inhibition, % at 4 µM, or EC50 in µM where a hit was titrated. actives 1% (n = 290,000); in the data active = inhibition mostly above about 36%, no sharp cut-off; inactive = mostly below about 34%;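 note: HEK-293T reporter cells stimulated with the NOD1 agonist gamma-tri-DAP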
human PMI inhibitors – human PMI inhibitors, high substrate, primary screen, biochemical, fluorescence intensity, high mannose 6-phosphate (AID 1220); one-dose inhibition, % at 20 µM; IC50 in µM for titrated hits; recombinant PMI enzyme, coupled fluorescence intensity; higher % means a stronger effect; actives 0.66% (n = 190,000)
NOD2 inhibition – inhibition of NOD2-driven NF-kB reporter – cell-based, luminescence, uHTS, HEK293 (AID 1566). HEK293 NOD2/NF-kB luciferase reporter, luminescence; higher % means a stronger effect. inhibition, % at 4 µM; hits with a dose series show EC50 in µM. actives 0.63% (n = 290,000); note: many of its hits are not listed in these tables
XIAP displacement – XIAP antagonists, biochemical, IAP family, fluorescence polarization (AID 1018); actives 0.007% (n = 200,000); displacement, % at 20 µM; hits with a dose series show IC50 in µM; XIAP BIR domain, fluorescence polarization peptide displacement; higher % means a stronger effect; in the data active = displacement above about 50%; note: a part of the inactive calls stands beside numbers as strong as those of hits
LYP inhibition – PTPN22 lymphoid phosphatase activity blockers – biochemical, fluorescence intensity, uHTS (AID 1779); recombinant LYP phosphatase, fluorescence intensity; higher % means a stronger effect; one-dose inhibition, % at 11.5 µM; IC50 in µM for titrated hits; actives 0.054% (n = 290,000);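 note: plate controls were vehicle with enzyme for no effect and no enzyme for full effect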
KOR beta-arrestin-2 – KOR antagonists, beta-arrestin recruitment, cell-based, luminescence, uHTS (AID 1778); actives 0.091% (n = 290,000); KOR beta-arrestin recruitment, luminescence, antagonist mode; higher % means a stronger effect; one-dose inhibition, % at 10 µM; IC50 in µM for titrated hits; note: strong numbers were not always called active
TNAP activation fold – stimulation of alkaline phosphatase TNAP activity – biochemical, luminescent, no phosphate acceptor, uHTS, primary screen (AID 1001). purified TNAP, luminescent activation assay, no phosphate acceptor; higher activation fold means a stronger effect. one-dose activation fold at 20 µM; EC50 in µM for titrated hits. actives 0.03% (n = 200,000); in the data active = activation fold from about 3, or a potency from the dose series; inactive = the rest, 99 in 100 with activation fold below about 1.6; note: many of its hits are not listed in these tables
The depositor's hits bear a star; x = not tested or not shown; [ ] = another dose, or the depositor's remark. Cut-off read from the data, not from the text of the source, unless noted: active = inhibition above about 50%; inactive = the rest. Not all compounds are listed; the hit share may differ from the screen's.

| canonical_smiles | KOR beta-arrestin-1 | PMI inhibitors | NOD1 NF-kB reporter | human PMI inhibitors | NOD2 inhibition | XIAP displacement | LYP inhibition | KOR beta-arrestin-2 | TNAP activation fold |
| --- | --- | --- | --- | --- | --- | --- | --- | --- | --- |
| O=C(Nc1ccc2oc(=O)ccc2c1)c1cc2ccccc2o1 | -5.3% | 14% | -46% | 14% | -54% | -3.1% | -4% | -2% | 1.1 |
| Cc1cccc(NC(=O)C2CCCN(S(=O)(=O)c3cccc4nsnc34)C2)c1 (configuration not stated) | 4.5% | -11% | 14% | -5% | 15% | -5.9% | -2% | 37% | 1.1 |
| COc1ccc(C(CC(=O)N2CCCCC2)c2c(OC)cc(OC)c3ccc(=O)oc23)cc1 (configuration not stated) | 4.6% | x | -9% | x | 12% | x | -2% | 13% | x |
| CCc1noc(C)c1C(=O)OCC(=O)Nc1ncc(Cl)cc1Cl | 3.7% | x | -24% | x | 2% | x | -5% | -4% | x |
| CC(=O)c1ccc(N2CCN(C(=O)Nc3ccc(C)cc3)CC2)cc1 | 0.0% | -10% | -21% | -2% | -3% | -3.9% | 1% | 14% | 1.1 |
| CCOc1ccc(-c2ccc(SCc3ccccn3)nn2)cc1 | -2.5% | -4% | -67% | 8% | -17% | -6.1% | 3% | 1% | 1.1 |
| CN(C)CCCNC(=O)/C(=N\O)c1ccccc1 | -3.2% | 0% | 12% | 1% | 18% | -4.7% | 0% | -29% | 1 |
| CC1(C)CC(=O)c2sc(NC(=O)CN3CCOCC3)nc2C1 | -4.2% | 2% | -14% | 1% | -11% | -5.2% | -3% | 7% | 1.1 |
| CN1CCCN(C(=O)c2ccc(Cl)c(S(=O)(=O)N(C)c3ccccc3)c2)CC1 | -1.0% | -9% | 12% | -7% | 12% | -5.8% | -12% | -12% | 1.1 |
| O=C1[C@H]2[C@@H](c3ccc(Cl)cc3)N3C(=O)N(c4cccc(F)c4)C(=O)[C@@]3(Cc3ccc(Cl)cc3)[C@H]2C(=O)N1C1CCCCC1 | -2.4% | x | -19% | x | -6% | x | -3% | -30%[20 µM] | x |
| CC(=O)Nc1cc(-c2nc3ccccc3o2)ccc1Cl | -6.1% | x | -51% | x | -8% | x | -10% | -43%[20 µM] | x |
| COc1ccc(C(=O)/C(=C\N(C)C)n2nc(C)cc2C)cc1 | -3.2% | 9% | -16% | 5% | -1% | -17% | -2% | -10%[20 µM] | 1.1 |
| CC1CCC2(CC1)NC(=O)N(CC(=O)Nc1nc(-c3ccc(F)cc3)cs1)C2=O (configuration not stated) | 3.5% | 6% | -29% | 4% | 0% | -9.7% | -7% | 15% | 1 |
| O=C(CNC(c1ccccc1)c1ccccc1)Nc1ccccc1F | 1.4% | x | -35% | x | 12% | x | 0% | 18% | x |
| O=C1C(=O)N(c2ccccn2)C(c2cccc([N+](=O)[O-])c2)/C1=C(/O)c1ccc(Br)cc1 (configuration not stated) | -4.6% | x | -30% | x | -9% | x | -4% | -4%[20 µM] | x |
| Cc1cccc(NC(=O)c2nc[nH]c2C(=O)Nc2cccc(C)c2)c1 | -2.2% | 4% | -11% | 4% | 2% | -0.8% | -11% | -8% | 1.1 |
| Cc1cc(C)nc(NS(=O)(=O)c2ccc(NC(=S)NC(=O)C(C)(C)C)cc2)n1 | 0.6% | -7% | 3% | -7% | 25% | -5.8% | 2% | -1% | 0.9 |
| O=C1[C@@H]2[C@H](C(=O)N1n1cnnc1)[C@H]1C=C[C@@H]2C1 | 13% | -5% | -34% | 0% | -4% | -6.0% | -7% | -34% | 1 |
| COc1ccc(C2C(C(=O)OC(C)C)=C(C)N=c3s/c(=C\c4cccs4)c(=O)n32)cc1 (configuration not stated) | 5.0% | 12% | x | 4% | 10% | -1.6% | 10% | -11% | 0.9 |
| COc1ccc(-c2nc(C#N)c(NCCCN(C)C)o2)cc1OC | -2.7% | 16% | -5% | 11% | -7% | 1.5% | -6% | -64% | 1.1 |
| CSCCC(=O)N1CCC(n2nccc2NC(=O)CCc2ccccc2)CC1 | 5.2% | x | -18% | x | 4% | x | -8% | -20% | x |
| CC12CC3(C)CC(C)(C1)CC(C(=O)NCC(=O)O)(C2)C3 | -4.7% | 4% | -5% | 3% | 12% | -4.0% | -8% | 2%[20 µM] | 1 |
| O=C(c1cccs1)N1CCN(c2nnc(-c3ccccc3)c3ccccc23)CC1 | -2.7% | 13% | -15% | 13% | 21% | -5.2% | -8% | -11% | 1.1 |
| CCOC(=O)C1=C(C)Nc2nnnn2C1c1c[nH]c2ccccc12 (configuration not stated) | 6.0% | 5% | 12% | -1% | 2% | -8.2% | -6% | 1% | 1.2 |
| N#CCSc1n[nH]c2nc3c(c(=O)n12)C1(CCCC1)Cc1ccccc1-3 | -11% | -8% | 17% | -14% | 10% | -3.0% | -7% | -15% | 1 |
| COc1cc(C(C[N+](=O)[O-])c2c(C)[nH]c3ccccc23)cc(OC)c1OC (configuration not stated) | -1.6% | 17% | -7% | 18% | 10% | -5.6% | -3% | -2% | 1 |
| Cc1cccc(C)c1-n1c(C)cc(/C=N/NC(=O)c2ccncc2)c1C | -0.4% | -1% | -10% | -3% | 17% | -3.4% | 5% | -4% | 1 |
| CN(C)c1ccc(/C=N/NC(=O)CNC(=O)c2ccncc2)cc1 | 0.1% | x | -18% | x | -3% | x | -3% | 7% | x |
| CCOC(=O)c1cnc2c(C(=O)OC)cccc2c1NCc1cccnc1 | 0.3% | 3% | 2% | 5% | -21% | 1.4% | -2% | -2%[20 µM] | 1 |
| Cc1c(Cl)cn2c(=O)cc(CN(C)Cc3nc4ccccc4c(=O)[nH]3)nc2c1Cl | -1.2% | -4% | -21% | 23% | 7% | -4.1% | 1% | -26% | 1.1 |

Structures above with a thiophene ring, fused or not (two):
| canonical_smiles | KOR beta-arrestin-1 | PMI inhibitors | NOD1 NF-kB reporter | human PMI inhibitors | NOD2 inhibition | XIAP displacement | LYP inhibition | KOR beta-arrestin-2 | TNAP activation fold |
| --- | --- | --- | --- | --- | --- | --- | --- | --- | --- |
| COc1ccc(C2C(C(=O)OC(C)C)=C(C)N=c3s/c(=C\c4cccs4)c(=O)n32)cc1 (configuration not stated) | 5.0% | 12% | x | 4% | 10% | -1.6% | 10% | -11% | 0.9 |
| O=C(c1cccs1)N1CCN(c2nnc(-c3ccccc3)c3ccccc23)CC1 | -2.7% | 13% | -15% | 13% | 21% | -5.2% | -8% | -11% | 1.1 |

Next compounds follow:
| canonical_smiles | KOR beta-arrestin-1 | PMI inhibitors | NOD1 NF-kB reporter | human PMI inhibitors | NOD2 inhibition | XIAP displacement | LYP inhibition | KOR beta-arrestin-2 | TNAP activation fold |
| --- | --- | --- | --- | --- | --- | --- | --- | --- | --- |
| COc1ccc(-c2noc(CSc3nc(-c4ccccc4)cc(=O)[nH]3)n2)cc1 | -4.3% | -5% | 5% | -8% | 20% | -4.5% | -9% | -44% | 1.1 |
| Cc1nc2ccccc2n1/N=C/c1cccnc1 | 1.3% | 0% | 9% | 1% | -40% | -4.2% | -3% | -31% | 1.1 |
| CC1(c2ccco2)NC(=O)NC1=O (configuration not stated) | -5.8% | 10% | -34% | 10% | 8% | -4.1% | -8% | 26% | 1.1 |
| CCOC(=O)C1CCN(Cc2ccc(F)cc2F)CC1 | -4.1% | 7% | -12% | 5% | 6% | -5.2% | -12% | 0% | 1.1 |
| CC(=O)Nc1ccc(OCC(=O)N2CCC(Cc3ccccc3)CC2)cc1 | 6.9% | -2% | 11% | 4% | -24% | -5.5% | -4% | -16% | 1.1 |
| CC(C)N1CCc2c(sc(NC(=O)c3ccc(S(=O)(=O)N(C)CC4CCCO4)cc3)c2C(N)=O)C1 (configuration not stated) | 11% | x | -15% | x | 11% | x | -6% | -7% | x |
| O=C(N1CCN(Cc2ccc3c(c2)OCO3)CC1)C(Cl)(Cl)Cl | 1.1% | x | -9% | x | -65% | x | -6% | -15%[20 µM] | x |
| COCCn1c(-c2ccccc2)nc2oc3ccccc3c(=O)c2c1=O | -3.0% | -1% | -10% | -1% | 3% | -2.2% | -8% | 21% | 1.1 |
| COc1ccc(Cl)cc1NC(=O)C/C(C)=N/NC(=O)c1ccccc1Cl | 4.3% | x | -10% | x | 9% | x | -10% | 14%[20 µM] | x |
| CC(=O)c1ccc(-c2nc3ccccc3n2C)o1 | 5.6% | -4% | -40% | -9% | -85% | -10% | -40% | -6% | 1 |

One compound at a time, as listed above. Values in the order: KOR beta-arrestin-1 | PMI inhibitors | NOD1 NF-kB reporter | human PMI inhibitors | NOD2 inhibition | XIAP displacement | LYP inhibition | KOR beta-arrestin-2 | TNAP activation fold
Record of COCCn1c(-c2ccccc2)nc2oc3ccccc3c(=O)c2c1=O → -3.0% | -1% | -10% | -1% | 3% | -2.2% | -8% | 21% | 1.1
Record of Cc1cccc(NC(=O)C2CCCN(S(=O)(=O)c3cccc4nsnc34)C2)c1 (configuration not stated) → 4.5% | -11% | 14% | -5% | 15% | -5.9% | -2% | 37% | 1.1
Record of O=C(c1cccs1)N1CCN(c2nnc(-c3ccccc3)c3ccccc23)CC1 → -2.7% | 13% | -15% | 13% | 21% | -5.2% | -8% | -11% | 1.1

Later entries:
| canonical_smiles | KOR beta-arrestin-1 | PMI inhibitors | NOD1 NF-kB reporter | human PMI inhibitors | NOD2 inhibition | XIAP displacement | LYP inhibition | KOR beta-arrestin-2 | TNAP activation fold |
| --- | --- | --- | --- | --- | --- | --- | --- | --- | --- |
| O=c1c2[nH]c3ccc(Cl)cc3c2ncn1Cc1ccccn1 | 3.1% | 17% | -24% | 15% | -2% | -4.5% | 0% | 4% | 1.1 |
| Cc1ccc(-n2nnnc2SCC(=O)c2ccc3c(c2)NC(=O)CO3)c(C)c1 | 6.0% | 12% | 1% | 4% | 11% | -1.6% | -3% | -17% | 1 |
| CCN1C(=O)/C(=C\N2CCN(C)CC2)SC1=S | -5.5% | -5% | 16% | -1% | -8% | -2.3% | -13% | -2% | 1.1 |
| COC(=O)CN(C(=O)CSc1nnc(-c2cccc(OC)c2)o1)c1ccc(OC)cc1 | 1.7% | 7% | -8% | 3% | 4% | -2.1% | -4% | -14% | 1.1 |
| COc1cc(SC)ccc1C(=O)Nc1ccccn1 | -1.9% | x | -10% | x | -147% | x | -2% | 10% | x |
| O=C(N/N=C/C=C/c1ccccc1)c1cccc(Br)c1 | 5.9% | -8% | 12% | -7% | -14% | -3.4% | 0% | 14% | 1.1 |
| CC1(C)CCC(=O)N(c2ccccc2)C1=O | -1.9% | -13% | -4% | -8% | 8% | -3.4% | -3% | x | 1.2 |
| c1ccc(-c2nn3c(-c4ccco4)nnc3s2)nc1 | 1.8% | 9% | -30% | 4% | 4% | 0.4% | -3% | -22% | 1.1 |
